# Screening data as filed in PubChem.
# 12-LOX inh – Primary qHTS assay for inhibitors of human arachidonate 12S-lipoxygenase (ALOX12): Round 2; 580,000 tested, 1.1% active; AID 1671190, 2021; Polyunsaturated fatty acid lipoxygenase ALOX12 (Homo sapiens), P18054; Potency, µM (titrated, usually from 108 µM), without a hit: at the top dose activity change, negative = inhibition, actives largely listed as inhibitors; purified 12hLO, xylenol orange hydroperoxide absorbance; active = well fitted inhibition curve with a large enough effect; inconclusive = small, poorly fitted or top-dose-only effect, or another doubt; inactive = no such curve, though single readings can be large or run the other way
#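 Hydroperoxide product was detected by ferrous iron/xylenol orange as the 573 to 405 nm absorbance ratio. Arachidonic acid at 40 uM (final) was turned over for 30 min at room temperature by 150 nM human 12hLO, pH 7.0 Hepes buffer, after 15 min compound preincubation.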
# Active calls of the source: *; ? = inconclusive; [ ] = dose if it differs, or a comment. % is set by controls: 0 for no effect and ±100 for the full control effect; potency is the fitted concentration of half-maximal effect. A portion of the library. The share of hits here may be higher or lower than overall.
SMILES,12-LOX inh
O=C(Nc1ccc(F)cc1)N1c2ccccc2Sc2ccccc21,?
CC1(C)CC(=O)C(CCS(=O)(=O)OCC(F)(F)C(F)F)(CCS(=O)(=O)OCC(F)(F)C(F)F)C(=O)C1,3.0%
Cc1noc([C@@H]2CNC[C@H]2C(=O)N2CC=C(c3ccccc3)CC2)n1,35.4%[activator]
O=C(CCC[C@H]1NC[C@@H]2CC1CN(Cc1ccccc1)C2)N1CCCCC1,?
CCc1ccc(-n2nc(-c3nc4ccccc4s3)c(N)c2C(=O)OC)cc1,?
COc1ccccc1CN1CCc2ncc(C(=O)Nc3ccccc3)n2CC1,61.4%[activator][176 µM]
COc1ccc(C2(C(=O)N3CC4CC(C3)[C@H]3CCCC(=O)N3C4)CCCCC2)cc1 (stereo partly drawn),1.8%
Brc1ccc(COCCc2cn(Cc3ccccc3)c3ccccc23)cc1,-3.9%
COC(=O)c1cc(OC)ccc1OCC(=O)NCC(F)(F)F,-40.5%
COCCNc1nc2c(S(=O)(=O)c3ccc(C)c(C)c3)nnn2c2ccccc12,?
COc1ccc(C2SCCN2S(=O)(=O)c2cccc(C)c2)cc1Br (stereo not drawn),?
CC(C)CCNC(=O)c1ccc2c(c1)CC(=O)N2Cc1ccc(F)cc1,-8.4%
CN(c1ccccc1)c1cc(=O)c2ccnc(-c3cccnc3)c2o1,-5.5%[176 µM]
CCN(CC)C(=O)C(NC(=O)c1cccc(OC)c1)C1CCN(C(=O)c2ccc3c(c2)OCO3)CC1 (stereo not drawn),23.5%
CC(C)(C)OC(=O)N1Cc2ccccc2C[C@H]1C(=O)NCC(=O)Nc1ccc2c(c1)OCO2,6.8%
O=C(NCC1CCCO1)c1csc(N2CCN(c3ccccc3F)CC2)n1 (stereo not drawn),-22.0%
Cc1c(CC(=O)NCCc2ccccc2F)c(=O)oc2cc(O)ccc12,-1.1%
Cc1ccsc1CNC(=O)/C=C/c1ccncc1,3.9%
N#C/C(=C/c1ccccc1)C(=O)OCC(=O)N1CCc2ccccc2C1,?
CCc1ccc(C(=O)N2CCC(Oc3ncccc3C(=O)N(C)C)C2)cc1 (stereo not drawn),-6.3%
CCCN1CCC(NC(=O)c2csc(C)c2CC)CC1,-11.8%
Cn1c(=O)[nH]c(=O)c2c1nc(SCCO)n2Cc1cccc(Br)c1,-28.8%
Cc1cccc(-c2nc(CSc3nc4ccncc4[nH]3)c(C)o2)c1,3.4%
O=C(NCc1ccc(F)cc1)c1cnc2n1CCN(CCc1ccccc1)CC2,20.0%[176 µM]
CCOC(=O)C(N)c1c(C)nn(-c2cccc(C(F)(F)F)c2)c1C (stereo not drawn),-41.4%
Cn1cc(CN2C[C@@H]3C[C@H](C2)c2ccc(NC(=O)c4cccs4)c(=O)n2C3)c2ccccc21,5.6%
CCOc1ccc(NC(=O)c2nn(C)c(=O)c3ccccc23)cc1S(=O)(=O)N(C)C,-1.6%
CN1CCN(c2nc3c(c(=O)[nH]2)CCN(Cc2ccc(Br)cc2)CC3)CC1,26.6%
COCCNC(=O)[C@@H]1C[C@@H](O)CN1C1CCN(C(=O)C2CCC2)CC1,42.0%[activator]
COCCN1C(=O)[C@H]2CN(Cc3ccc(OC)cc3)C[C@H]2C1=O,45.1%[activator]
Cc1cc(C)cc(-c2ccc(CN3CCCC(c4nc5ccc(F)cc5c(=O)[nH]4)C3)cc2)c1 (stereo not drawn),?
COc1ccc(S(=O)(=O)NC[C@H]2COCc3nc4ccc(C)cc4n32)cc1,?
CN1C(=O)Cc2ccccc2C1C(=O)NCc1ccc(F)cc1Cl (stereo not drawn),13.8%
N#CC1=C(N)OC2=C(C(=O)CCC2)C1c1ccc(-c2ccc(Br)cc2)o1 (stereo not drawn),?
COC(=O)c1ccccc1C(=O)NCC1Cc2cc(-c3nc(C)cnc3C)ccc2O1 (stereo not drawn),-0.2%
O=C(c1ccc(F)c(F)c1)N1CCC(c2n[nH]c(=O)n2-c2ccccc2)CC1,9.7%
CC1Cc2cc(C(=O)c3cc4cc(Br)ccc4o3)ccc2N1S(C)(=O)=O (stereo not drawn),14.1%
CO[C@H]1C(=O)N(C(C)C)[C@H]1C1CCNCC1,32.2%
CC(=O)Oc1c(-c2ccc(NC(=O)C3CC3)cc2)c(-c2ccccc2F)nn1-c1ccccc1,?
Cc1ccc(S(=O)(=O)NC[C@H]2O[C@@H](CC(=O)N3CCCC3)[C@H](O)[C@@H]2O)cc1,?
COc1ccc(CC(=O)N2CCC[C@H]2c2nc(-c3ccccc3Cl)no2)cc1,6.2%
Cc1ccc(C2Cn3nnc(C(=O)N4CCN(c5cccc(C)c5)CC4)c3CO2)cc1 (stereo not drawn),35.9%[activator]
CCOC(=O)C1CCN([C@H]2CS(=O)(=O)C[C@@H]2S(=O)(=O)c2ccc(F)cc2)CC1,-26.8%
O=C(NCc1ccccc1)[C@@H]1Cc2nc[nH]c2CN1Cc1cccc(OC(F)(F)F)c1,76.4%[activator][176 µM]
Cc1ccc2cc(CN(C(=O)c3ccccc3)c3ccccc3C)c(=O)[nH]c2c1,-4.7%
O=[N+]([O-])c1ccc2nc(Cl)ccc2c1,?
CCOc1ccc(NC(=O)c2ccccc2Cl)c2cccnc12,-27.2%
CNC(=O)NC(=O)C(C)Sc1ccccc1Cl (stereo not drawn),-5.6%
COc1cccc(CNC(=O)[C@H]2CCCN2C(=O)[C@H]2CCCN2C(=O)c2ccc(C)c(C)c2)c1,-3.2%
O=C(c1nnn2cc(-c3ccc(F)cc3)[nH]c(=O)c12)N1CCOCC1,18.6%
Cc1noc([C@@H]2CN(Cc3cc(F)cc(F)c3)C[C@H]2CO)n1,15.6%
C=CCN(C)C(=O)C[C@@H]1c2nc(NC(=O)c3ccc(C(C)(C)C)cc3)sc2C[C@@H]2[C@](C)(CO)[C@H](O)CC[C@]21C,-2.6%
O=C(NC1CCN(c2ccc(F)cc2)C1=O)c1ccc(Cl)s1 (stereo not drawn),11.4%
CCN(C(=O)c1ccco1)c1nc(-c2ccc(C)cc2)cs1,8.4%
Cc1cccc(OCC2(CNC(=O)C3CCOCC3)C[C@@H](O)[C@@H](O)C2)n1 (stereo partly drawn),106.6%[activator][176 µM]
CCn1c(SCC(=O)c2ccc(Br)s2)nnc1-c1ccccc1OC,-1.3%
Cc1ccc(SC2CC(C)OC2=O)cc1C (stereo not drawn),?
CN(C)CCn1cc(C(=O)c2cc(F)ccc2O)cc1-c1nc2ccccc2c(=O)[nH]1,-19.3%
CCn1ncc(C(=O)N2C[C@@H](CO)[C@H](c3ccncc3)C2)c1C,25.1%
CNC(=O)NC(=O)CN1CCCC(c2nc3ccccc3o2)C1 (stereo not drawn),8.1%
# More structures follow:
SMILES,12-LOX inh
COc1ccc(OC)c(NC(=O)CN2CC3CC(C2)[C@H]2CCCC(=O)N2C3)c1 (stereo partly drawn),-8.2%
CCN(CC)CCNC(=O)CS(=O)(=O)Cc1nc(-c2ccccc2C)oc1C,?
CC(NC(=O)c1cccc2c1CCN2C(=O)Nc1ccc(F)cc1)c1ccccn1 (stereo not drawn),68.2%[activator]
COc1cc(CNC(=O)c2cccc3c2CCN3C(=O)C2CC2)cc(OC)c1,48.9%[activator]
COc1ccc(N2C(=O)CCS2(=O)=O)cc1S(=O)(=O)N(C)CCc1ccncc1,19.7%
COc1ccc2[nH]cc(C(C(=O)O)N3CCN(Cc4cccc5ccccc45)CC3)c2c1 (stereo not drawn),?
O=C(NC1CC1)C(NCc1cccc(C(F)(F)F)c1)c1ccc(F)cc1 (stereo not drawn),?
CCCCNC(=S)Nc1cccc(C)c1,-29.3%
Cc1nc2ccc(S(=O)(=O)N(CC(=O)N3CCN(C)CC3)Cc3ccccc3)cc2s1,-6.1%
O=C(c1ccc(N2CCC(CO)C2)nc1)N1CCC(N2CCOCC2)CC1 (stereo not drawn),44.5%[activator]
COCc1nc(-c2ccc(OC3CN(C(=O)Cc4ccccc4)C3)cc2)no1,35.0%[activator]
COc1cc(NC(=O)CSc2nc(Cl)nc3nc[nH]c23)cc(OC)c1,7.8%
O=C(O)c1cccc(OCc2nnnn2-c2ccc(Br)cc2)c1,-2.6%
CCn1c(CO)nnc1C1CC(NC(=O)c2oc3cc(OC)ccc3c2C)C1 (stereo not drawn),29.3%
O=C1CCN(Cc2ccc3c(c2)CCO3)CCCC(c2nc(-c3cccnc3)no2)CCN1 (stereo not drawn),1.5%
Cc1cc(CNC(=O)c2ccc(S(=O)(=O)NCC(F)F)cc2)on1,42.5%[activator]
Cc1ccc2c(CN(C)Cc3ccco3)cc(=O)oc2c1,-23.3%
Cn1c(N2CCCCC2)nc2c1c(=O)n(Cc1ccccc1F)c(=O)n2C,18.8%
NCC1CCCN(Cc2ccc(-c3nc(CCn4cccn4)cc(=O)[nH]3)cc2)C1 (stereo not drawn),3.6%
CCn1cc(S(=O)(=O)N2CCC(Cc3nncn3CC)C2)cn1 (stereo not drawn),37.2%
Cc1ccc(C(=O)Nc2ccc(CN3CCN(C)CC3)c(C(F)(F)F)c2)cc1C#Cc1cnc2cccnn12,0.344µM*
Clc1ccc(CN2CCN(c3ncc(Cc4ccccc4)cn3)CC2)cc1,-28.9%
O=C(Cc1cccc(Cl)c1)N1CCC(c2nn(-c3ccccc3)c(=O)[nH]2)CC1,-8.5%
COc1ccc(C(=O)N2CCC(N3CCOC3=O)CC2)cc1,5.9%[6.33 µM]
O=C(C1CC2(CCNCC2)CN1)N1CCc2c(nc(CC3CC3)[nH]c2=O)C1 (stereo not drawn),12.5%
Cc1ccc(NC(=O)CCc2ccnc(N3CCCC3)c2)c(C)c1,-12.7%
CCc1nnc(NC(=O)c2nnn(-c3ccccc3OC)c2C)s1,?
CCCc1c(-c2cccc(Br)c2)ncn1CCc1ccccc1OC,?
Cn1c(=O)c2c(nc(NCc3ccco3)n2Cc2ccc(Br)cc2)n(C)c1=O,-20.0%
CCCC1CC(C(=O)NC(C(C)O)C2OC(SC)C(O)C(O)C2O)N(C)C1 (stereo not drawn),-23.6%
Cc1ccc(C(=O)NCC2CCCCC(=O)N2)cn1 (stereo not drawn),29.6%
CC(=O)N1CCc2cc(NC(=O)CNc3ccccc3OC(F)F)ccc21,0.3%
CNC(=O)[C@H]1C[C@H](Oc2cccnc2)CN1C(=O)c1cccc(OC)c1,4.3%
O=C(COC(=O)c1ccccc1[N+](=O)[O-])c1ccc(F)cc1,-25.8%
CN(C)Cc1cc(C[C@@H]2C[C@H](NS(=O)(=O)c3ccc(F)cc3)C2(C)C)no1,33.7%[activator][176 µM]
CC1=C(C)C(c2cn(C)c3ccccc23)N(C(C)(C)C)C1=O (stereo not drawn),3.0%
CONC(=O)CC1Sc2ccc(Cl)cc2NC1=O (stereo not drawn),20.3%
COC(=O)c1cccc(NC(=O)Nc2cc(-c3nc4ccccc4o3)ccc2OC)c1,?
COc1ccc(Cn2c3c(c(=O)n2Cc2ccccc2)CCN(CC2CCOC2)C3)cc1 (stereo not drawn),-24.4%[176 µM]
CCOC(=O)/C=C1\OC2(O)CC(C1C(=O)OCC)[C@H]1CO[C@@H]2O1 (stereo partly drawn),-8.6%
O=C(O)C1CCN(c2ccc3nnc(C(F)(F)F)n3n2)CC1,3.8%
COc1ccc(-c2cnc(Nc3cccnc3)c3c2CCO3)cn1,25.2%[176 µM]
Cc1c(O)ccc2c(CN3CCN(Cc4cccc(C(F)(F)F)c4)CC3)cc(=O)oc12,-27.3%
O=c1c2nc(-c3ccc(O)c(F)c3)ccc2ncn1-c1ccc(F)cc1F,18.3%[176 µM]
Cn1nccc1C(=O)NCC1Cn2cccc2C(=O)N1Cc1ccccc1 (stereo not drawn),45.1%
Cc1ccc(NC(=O)Cc2nnc(SCC(=O)NC34CC5CC(CC(C5)C3)C4)n2C)c(C)c1,-13.1%
Cc1cccc(OC(C)c2nc(-c3cccc(Br)c3)no2)c1 (stereo not drawn),-1.9%
O=C(c1nnc(CNC2CCOCC2)n1-c1ccccc1)N1CCC[C@@H]1C(c1ccccc1)c1ccccc1,0.9%
CC(=O)c1cc2c(cc1NC(=O)c1cc3ccccc3o1)OCO2,-12.7%
COCCn1ncc(N2CCC(C(=O)N3CCN(C(C)C)CC3)C2)cc1=O (stereo not drawn),-13.5%
Cc1cc(C)c2c(=O)cc(C(=O)N(Cc3cccs3)C3CCS(=O)(=O)C3)oc2c1 (stereo not drawn),5.1%
COC(=O)c1cccn(C)c1=S,-24.8%
CC(C)C[C@@H]1COc2cc(Br)ccc2S(=O)(=O)N1Cc1cn(Cc2ccc(F)cc2)nn1,37.6%[activator]

# Compounds from the list above with a Cl atom, in the order listed:
SMILES,12-LOX inh
CN1C(=O)Cc2ccccc2C1C(=O)NCc1ccc(F)cc1Cl (stereo not drawn),13.8%
COc1ccc(CC(=O)N2CCC[C@H]2c2nc(-c3ccccc3Cl)no2)cc1,6.2%
O=[N+]([O-])c1ccc2nc(Cl)ccc2c1,?
CCOc1ccc(NC(=O)c2ccccc2Cl)c2cccnc12,-27.2%
CNC(=O)NC(=O)C(C)Sc1ccccc1Cl (stereo not drawn),-5.6%
O=C(NC1CCN(c2ccc(F)cc2)C1=O)c1ccc(Cl)s1 (stereo not drawn),11.4%
COc1cc(NC(=O)CSc2nc(Cl)nc3nc[nH]c23)cc(OC)c1,7.8%
Clc1ccc(CN2CCN(c3ncc(Cc4ccccc4)cn3)CC2)cc1,-28.9%
O=C(Cc1cccc(Cl)c1)N1CCC(c2nn(-c3ccccc3)c(=O)[nH]2)CC1,-8.5%
CONC(=O)CC1Sc2ccc(Cl)cc2NC1=O (stereo not drawn),20.3%
